Assay outcomes: PubChem BioAssay, National Center for Advancing Translational Sciences (NCATS)
AmpC no deterg: blocks E. coli AmpC beta-lactamase in detergent-free assay. AmpC nitrocefin hydrolysis, absorbance 480 nm, 0.0001% Triton. AID 485341. 330,000 tested, 0.52% active. Potency, µM (highest dose often 57.1 µM), without a hit: at the highest dose activity change, negative = inhibition, hits mostly inhibitors;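 note: potency is the fitted concentration of half-maximal effect; plate controls were no compound for no effect and no enzyme for full effect; nearly all actives have a fitted effect of over 20% in size; some results filed as inactive show a strong effect at the top dose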
Target sequence (P00811 whole entry, looked up): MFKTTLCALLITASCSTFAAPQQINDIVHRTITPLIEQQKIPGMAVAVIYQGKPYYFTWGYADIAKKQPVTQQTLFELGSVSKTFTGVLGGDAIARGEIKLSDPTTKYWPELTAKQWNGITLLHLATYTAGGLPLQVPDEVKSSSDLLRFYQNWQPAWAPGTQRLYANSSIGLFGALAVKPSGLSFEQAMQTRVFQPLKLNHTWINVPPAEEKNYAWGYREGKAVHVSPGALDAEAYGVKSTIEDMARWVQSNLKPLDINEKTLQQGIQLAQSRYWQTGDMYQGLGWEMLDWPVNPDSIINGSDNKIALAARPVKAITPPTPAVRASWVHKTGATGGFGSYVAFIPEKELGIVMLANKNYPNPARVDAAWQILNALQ
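20 mM phosphate pH 7.0 + 0.01% (detergent screen) or 0.0001% Triton X-100; 5.3 nM AmpC reagent; cpd preinc 15 min RT; nitrocefin (800 uM stock) to start; A480 q20 s × 4 min; Activity was normalised to no-enzyme and no-compound control wells.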
TbPYK inhibitor: T. brucei pyruvate kinase inhibition. TbPYK enzyme, Kinase-Glo Plus ATP luminescence, 45 min. Potency, µM (titrated, usually from 76.8 µM), for the others: at the top dose activity, negative = inhibition, most hits filed as inhibitors. 410,000 tested, 0.12% active. AID 624173; note: potency is the fitted concentration of half-maximal effect; nearly all actives have a fitted effect of over 50% in size
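Enzyme and substrate buffer are dispensed first and compound is pin-transferred. ADP at 130 uM final then starts the reaction, which runs 45 min at room temperature. Detection reagent is added for 10 min before luminescence is imaged.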
Sm TGR block: blocks Schistosoma mansoni thioredoxin glutathione reductase. Q962Y6. purified TGR, DTNB reduction, TNB absorbance 405 nm. Potency, µM (highest dose often 114 µM), for the others: at the highest dose activity change, negative = inhibition, hits mostly inhibitors. 360,000 tested, 3% active. AID 485364; note: potency is the fitted concentration of half-maximal effect; nearly all actives have a fitted effect of over 60% in size
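First, TGR (20 nM dispensed) and NADPH were mixed with compound. Second, a 15 min room-temperature incubation followed. Third, further NADPH and then DTNB were added to start the reaction. Finally, TNB absorbance was monitored kinetically.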
HCMV inh: human cytomegalovirus inhibition; AID 1259415; HFF cells, HCMV-luciferase reporter, 72 h; hits give low values; activity change, negative = inhibition, % at 57.5 µM; 410,000 tested, 4.5% active; in the data active = activity change below about -60%; inconclusive = no clear call, values can overlap the other calls; inactive = above about -39%
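Luciferase read-out from HCMV-luciferase-infected HFFs (MOI 1 PFU/cell) 72 h post infection at 37C; compounds added after 16 h cell attachment; activity normalized between buffer-only basal and Salinomycin (10uM) inhibitor controls.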
AmpC detergent: blocks E. coli AmpC beta-lactamase in detergent assay. Potency, µM (series often up to 114 µM), inactives show at the top dose activity change, negative = inhibition, most hits filed as inhibitors. 370,000 tested, 0.041% active. AmpC hydrolysis of nitrocefin, absorbance 480 nm, 0.01% Triton;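 note: potency is the fitted concentration of half-maximal effect; 0% = no-compound wells and -100% = no-enzyme wells; nearly all actives have a fitted effect of over 25% in size; some results filed as inactive show a strong effect at the top dose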
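20 mM phosphate pH 7.0 + 0.01% (detergent screen) or 0.0001% Triton X-100; 5.3 nM AmpC reagent; cpd preinc 15 min RT; nitrocefin (800 uM stock) to start; A480 q20 s × 4 min; Activity was normalised to no-enzyme and no-compound control wells.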
LmPK inh: inhibitors of Leishmania mexicana pyruvate kinase | Q27686 | AID 1721 | Potency, µM (doses to about 57.5 µM), without a hit: top-dose activity change, negative = inhibition, most hits filed as inhibitors | 290,000 tested, 0.37% active | purified LmPK, Kinase-Glo ATP luminescence, 1 h; note: potency is the fitted concentration of half-maximal effect
Target sequence (Q27686 whole entry, looked up): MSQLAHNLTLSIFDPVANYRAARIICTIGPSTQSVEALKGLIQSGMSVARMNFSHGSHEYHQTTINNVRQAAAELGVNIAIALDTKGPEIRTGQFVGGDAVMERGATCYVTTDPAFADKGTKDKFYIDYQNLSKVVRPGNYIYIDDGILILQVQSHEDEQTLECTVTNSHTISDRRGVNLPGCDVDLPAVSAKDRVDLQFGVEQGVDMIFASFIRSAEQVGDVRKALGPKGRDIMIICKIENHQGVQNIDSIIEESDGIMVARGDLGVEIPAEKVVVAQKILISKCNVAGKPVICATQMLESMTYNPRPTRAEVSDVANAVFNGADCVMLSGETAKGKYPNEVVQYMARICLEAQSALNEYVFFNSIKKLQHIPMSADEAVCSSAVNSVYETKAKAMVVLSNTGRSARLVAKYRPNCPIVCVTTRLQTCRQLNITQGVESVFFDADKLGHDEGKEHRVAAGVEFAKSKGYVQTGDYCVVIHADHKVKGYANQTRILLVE
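Purified LmPK (0.1 nM) converted ADP (0.1 mM) to ATP with PEP (0.5 mM) in imidazole buffer pH 7.2 with KCl and MgCl2, 1 h at room temperature. ATP was read by Kinase-Glo luminescence; data normalized to uninhibited and no-enzyme controls.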
AMA1-RON2 inh: inhibitors of Plasmodium falciparum AMA1-RON2 interaction; AlphaScreen AMA1-biotinylated RON2 peptide binding; Potency, µM (doses to about 58.2 µM), inactives show at the highest dose activity change, negative = inhibition, usual class: inhibitors; 360,000 tested, 0.2% active; AID 720542;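 note: potency is the fitted concentration of half-maximal effect; 0% = vehicle wells and -100% = peptide control; nearly all actives have a fitted effect of over 45% in size; some results filed as inactive show a strong effect at the top dose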
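AMA1 (3D7) with his tag at 25 nM final met compounds first, then biotinylated RON2 peptide at 25 nM; detection used donor plus acceptor beads, 10 µg/mL apiece, read by AlphaScreen after 30 min at room temperature.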
* marks the source's active call; other numbers are inactive results; [ ] = remark or other dose. Unless noted, calls come from the whole dose curve; as a rule, active = well fitted curve in the direction sought with a large enough effect; inconclusive = small, poorly fitted or top-dose-only effect, or another doubt; inactive = no such curve, though single readings can be large; an effect the other way counts as inactive or inconclusive. Unless noted, % is set by controls: 0 for no effect and ±100 for the full control effect.

What do the screens show for `CC[C@]12c3[nH]c4ccccc4c3CCN1C(=O)C(CC(=O)NC/C=C(\C)CCC=C(C)C)C[C@@H]2C(=O)N1CCN(C(=O)C2CC2)CC1` (stereo partly specified)?
AmpC no deterg: 104%[activator]; TbPYK inhibitor: 0%; HCMV inh: -19; AMA1-RON2 inh: -9%

How did O=C(CSc1nccn1-c1ccc(F)cc1)Nc1cccc2ccccc12 do in these assays?
TbPYK inhibitor: -13%; Sm TGR block: -1%; HCMV inh: inconclusive; AmpC detergent: 0%

Results for Cn1cc(Cl)c(-c2n[nH]c(=S)n2C2CCCCC2)n1 ?
AmpC no deterg: -22%; TbPYK inhibitor: 7.1µM*; Sm TGR block: 0%; HCMV inh: -10; AmpC detergent: inconclusive; LmPK inh: 20µM*; AMA1-RON2 inh: 129%[activator]

What do the screens show for `CCOC(=O)c1sc(NC(=O)CN2C(=O)c3cccc4cccc(c34)C2=O)nc1C`?
AmpC no deterg: -24%; TbPYK inhibitor: -1%; Sm TGR block: 1%; HCMV inh: 15; AmpC detergent: -11%; LmPK inh: 3%; AMA1-RON2 inh: 4%

How did Cc1cc(C)cc(NC(=O)c2cccc(NC3=NC4CS(=O)(=O)CC4S3)c2)c1 (stereo unspecified) do in these assays?
AmpC no deterg: 4%; TbPYK inhibitor: -6%; Sm TGR block: -14%; HCMV inh: 4; AmpC detergent: inconclusive; LmPK inh: 0%; AMA1-RON2 inh: 49%[activator]

Results for O=C1CNCc2[nH]c3ccccc3c2N1c1ccccc1 ?
AmpC no deterg: 2%; TbPYK inhibitor: 1%; Sm TGR block: -35%; HCMV inh: 35; AmpC detergent: 2%; LmPK inh: 8%; AMA1-RON2 inh: 7%

Results for Cc1ccc(OCC(=O)Nc2ccc3nc(SCC(=O)N4CCOCC4)sc3c2)cc1 ?
TbPYK inhibitor: -3%; Sm TGR block: 5%; HCMV inh: -29; AmpC detergent: 18%

Results for O=P(Oc1ccccc1)(Oc1ccccc1)C(Nc1ccccc1)c1ccccc1 (stereo unspecified) ?
AmpC no deterg: -32%; TbPYK inhibitor: 0%; Sm TGR block: 8%; HCMV inh: -24; AmpC detergent: -10%; LmPK inh: 0%; AMA1-RON2 inh: -11%

How did CC(=O)c1ccc(NC(=O)CSc2nccn2Cc2ccco2)cc1 do in these assays?
TbPYK inhibitor: -2%; Sm TGR block: -9%; HCMV inh: -3; AmpC detergent: 2%

Results for O=C(Cc1ccccc1)N1O[C@H]2C=C[C@@H]1CC2 ?
AmpC no deterg: -9%; TbPYK inhibitor: 1%; HCMV inh: 3; AMA1-RON2 inh: 4%

Results for Cc1ccccc1OCCSc1nc(N(C)C)nc(N(C)C)n1 ?
AmpC no deterg: -23%; TbPYK inhibitor: -4%; Sm TGR block: 5%; HCMV inh: -24; AmpC detergent: 3%; LmPK inh: -1%; AMA1-RON2 inh: 30%[activator]

Results for O=C(CSc1nnc(-c2ccco2)n1-c1ccccc1)NCc1ccc2c(c1)OCO2 ?
AmpC no deterg: -32%; TbPYK inhibitor: 3%; Sm TGR block: -32%; HCMV inh: -14; AmpC detergent: -5%; LmPK inh: -2%; AMA1-RON2 inh: -11%

How did CCOC(=O)C1CCCN(C(=O)CCc2ccccc2)C1 (stereo unspecified) do in these assays?
AmpC no deterg: 35%; TbPYK inhibitor: -3%; Sm TGR block: 3%; HCMV inh: -24; AmpC detergent: -3%; LmPK inh: 0%; AMA1-RON2 inh: 7%

How did CCOC(=O)C1CCN(C(=O)C2CCCN2S(=O)(=O)c2ccc(Cl)cc2)CC1 (stereo unspecified) do in these assays?
AmpC no deterg: 29%; TbPYK inhibitor: -5%; Sm TGR block: 2%; HCMV inh: 1; AmpC detergent: inconclusive; LmPK inh: 4%; AMA1-RON2 inh: 2%

Results for CCOC(=O)c1ccccc1NC(=O)Cn1c(=O)n(-c2cccc(C)c2)c(=O)c2c1c1cc(C)ccc1n2C ?
TbPYK inhibitor: 2%; Sm TGR block: 3%; HCMV inh: 33; AmpC detergent: -1%

Results for COc1cccc(-n2nnnc2SCC(=O)Nc2cccc(NC(C)=O)c2)c1 ?
AmpC no deterg: -41%; TbPYK inhibitor: -4%; Sm TGR block: -13%; HCMV inh: 5; AmpC detergent: inconclusive; LmPK inh: 6%; AMA1-RON2 inh: 8%

What do the screens show for `O=C(NCCOc1ccccc1)c1ncn[nH]1`?
AmpC no deterg: -20%; TbPYK inhibitor: 2%; Sm TGR block: -9%; HCMV inh: -13; AmpC detergent: -3%; LmPK inh: -1%; AMA1-RON2 inh: -5%

Results for O=Cc1cn(CC(=O)N2CCCCC2)c2ccccc12 ?
AmpC no deterg: -21%; TbPYK inhibitor: 41%; Sm TGR block: -3%; HCMV inh: -5; AmpC detergent: -2%; LmPK inh: -5%; AMA1-RON2 inh: 8%

How did CN(C)c1ccc(C(c2ccc(N(C)C)cc2)C(O)c2ccccc2)cc1 (stereo unspecified) do in these assays?
TbPYK inhibitor: inconclusive; HCMV inh: 28; AMA1-RON2 inh: inconclusive

How did CCC(Sc1nc(-c2ccccc2F)nc2c1Cc1c(CO)cnc(C)c1O2)C(=O)Nc1cc(C)ccc1C (stereo unspecified) do in these assays?
TbPYK inhibitor: -1%; Sm TGR block: 1%; HCMV inh: 7; AmpC detergent: -5%

How did CC(Oc1ccc(Br)cc1)C(=O)NCC1(N2CCCCC2)CCCCC1 (stereo unspecified) do in these assays?
AmpC no deterg: -2%; TbPYK inhibitor: 1%; Sm TGR block: 8%; HCMV inh: -11; AmpC detergent: 8%; AMA1-RON2 inh: 21%

Results for O=C1C(CSCc2ccccc2)NC(=S)N1c1ccccc1 (stereo unspecified) ?
AmpC no deterg: -43%; TbPYK inhibitor: 12%; Sm TGR block: -12%; HCMV inh: 34; AmpC detergent: -5%; LmPK inh: -2%; AMA1-RON2 inh: 90%[activator]

What do the screens show for `CC(=O)Nc1ccc(S(=O)(=O)NCCC(=O)Nc2cccc(Cl)c2)cc1`?
AmpC no deterg: -32%; TbPYK inhibitor: 4%; Sm TGR block: -31%; HCMV inh: -2; AmpC detergent: -4%; LmPK inh: 4%; AMA1-RON2 inh: -12%

How did CC(=O)O[C@@H]1[C@@H](OC(C)=O)[C@H](n2ccc3cc([N+](=O)[O-])ccc32)OC[C@@H]1OC(C)=O do in these assays?
TbPYK inhibitor: -3%; HCMV inh: 122; AMA1-RON2 inh: -4%

3 consecutive entries out of the list so far:
What do the screens show for `CC[C@]12c3[nH]c4ccccc4c3CCN1C(=O)C(CC(=O)NC/C=C(\C)CCC=C(C)C)C[C@@H]2C(=O)N1CCN(C(=O)C2CC2)CC1` (stereo partly specified)?
AmpC no deterg: 104%[activator]; TbPYK inhibitor: 0%; HCMV inh: -19; AMA1-RON2 inh: -9%

How did O=C(CSc1nccn1-c1ccc(F)cc1)Nc1cccc2ccccc12 do in these assays?
TbPYK inhibitor: -13%; Sm TGR block: -1%; HCMV inh: inconclusive; AmpC detergent: 0%

Results for Cn1cc(Cl)c(-c2n[nH]c(=S)n2C2CCCCC2)n1 ?
AmpC no deterg: -22%; TbPYK inhibitor: 7.1µM*; Sm TGR block: 0%; HCMV inh: -10; AmpC detergent: inconclusive; LmPK inh: 20µM*; AMA1-RON2 inh: 129%[activator]

Further records.
What do the screens show for `CCN1CCN(c2cc(C)c3cc(NC(=O)c4ccc(Br)o4)ccc3n2)CC1`?
AmpC no deterg: 130%[activator]; TbPYK inhibitor: 1%; Sm TGR block: -7%; HCMV inh: 28; AmpC detergent: 3%; LmPK inh: 5%; AMA1-RON2 inh: -9%

What do the screens show for `Cc1cc(C)c(S(C)(=O)=O)c(Oc2cccc(C(F)(F)F)c2)n1`?
AmpC no deterg: 30%; TbPYK inhibitor: 4%; HCMV inh: -7; AmpC detergent: 1%; LmPK inh: 1%; AMA1-RON2 inh: -2%

What do the screens show for `NS(=O)(=O)c1cccnc1Nc1cccc(Cl)c1Cl`?
TbPYK inhibitor: 6%; Sm TGR block: 4%; HCMV inh: 53; AmpC detergent: 6%; LmPK inh: 5%; AMA1-RON2 inh: -8%

How did O=C(NC(=S)NNC(=O)c1cnccn1)c1ccc(F)cc1 do in these assays?
AmpC no deterg: -11%; TbPYK inhibitor: -11%; Sm TGR block: -3%; HCMV inh: -25; AmpC detergent: 5%; LmPK inh: 9%; AMA1-RON2 inh: -66%

What do the screens show for `COc1ccc(-c2cn3nc(N4CCCC(C(=O)NCc5ccc(Cl)cc5)C4)sc3n2)cc1` (stereo unspecified)?
TbPYK inhibitor: 2%; Sm TGR block: 5%; HCMV inh: 40; AmpC detergent: 13%

How did C=CCNC(=O)C1CCC(=O)N1S(=O)(=O)c1ccc(C)cc1 (stereo unspecified) do in these assays?
AmpC no deterg: -9%; TbPYK inhibitor: -3%; Sm TGR block: -15%; HCMV inh: 21; AmpC detergent: -7%; LmPK inh: -4%; AMA1-RON2 inh: -1%

What do the screens show for `COC(=O)c1c(NC(=O)CN2CCOCC2)sc2c1CCC(C)C2` (stereo unspecified)?
AmpC no deterg: 0%; TbPYK inhibitor: -6%; Sm TGR block: -21%; HCMV inh: 38; AmpC detergent: inconclusive; LmPK inh: 1%; AMA1-RON2 inh: -2%

What do the screens show for `O=C(NN1C(=O)c2ccccc2C1=O)c1ccc2c(c1)C(=O)N(CC1CCCO1)C2=O` (stereo unspecified)?
AmpC no deterg: -21%; TbPYK inhibitor: 4%; Sm TGR block: -12%; HCMV inh: -7; AmpC detergent: 4%; LmPK inh: 6%; AMA1-RON2 inh: -6%

What do the screens show for `COc1ccc2[nH]cc(C3N4CC5(C)CN3CC(C)(C4)C5=O)c2c1` (stereo unspecified)?
AmpC no deterg: 9%; TbPYK inhibitor: -12%; Sm TGR block: 0%; HCMV inh: 7; AmpC detergent: 6%; LmPK inh: 17%; AMA1-RON2 inh: 16%

Results for O=[N+]([O-])c1cc(-c2cnc3ccccc3n2)ccc1Oc1ccc(Cl)cc1 ?
AmpC no deterg: -35%; TbPYK inhibitor: -6%; Sm TGR block: 3%; HCMV inh: 44; AmpC detergent: 2%; LmPK inh: -3%; AMA1-RON2 inh: -24%

Results for COC(=O)C(C(=O)OC)C(C[N+](=O)[O-])c1ccc(OC)c(OC)c1 (stereo unspecified) ?
AmpC no deterg: -25%; TbPYK inhibitor: -3%; Sm TGR block: -9%; HCMV inh: 12; AmpC detergent: -16%; LmPK inh: 1%; AMA1-RON2 inh: 8%
